ASAP1 GAP inh = inhibitors of human ASAP1 ArfGAP activity; Q9ULH1; ASAP1-stimulated ARF1 GTP hydrolysis, GDP FP detection; inhibition, % at 16.5 µM; 0.19% of 360,000 active; in the data active = inhibition above about 25%;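 also: 0% = vehicle with enzyme and substrate and 100% = no enzyme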
NR1D1 modulator = modulators of human Rev-erb alpha DNA binding. P20393. Rev-erbα–FITC-DNA binding, fluorescence polarization, 90 min. activity, % at 10 µM. 0.79% of 370,000 active. AID 1259318;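 active = activity above about 14%, limit read from the data; passing the limit was not always enough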;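 also: 0% = DMSO wells with 35 nM protein and 100% = DMSO wells with 750 nM protein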
sPLA2-III inh = Blocks human group III sPLA2 activity | QFRET BODIPY PC-A2 liposome hydrolysis, fluorescence | inhibition, % at 12.2 µM | 0.56% of 370,000 active | AID 743126;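 active = inhibition above mean plus 3 SD of compounds lying within the high and low control bounds, cut at about 19% in these data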;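 also: 0% = median of test compound wells and 100% = no enzyme DMSO wells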
ARFGAP1 inh = rat ARFGAP1 inhibition. 0.26% of 360,000 active. inhibition, % at 16.5 µM. Arfgap1-stimulated ARF1 GTP hydrolysis, GDP FP detection;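 active = inhibition above a per-plate limit, mean inhibition of low control wells plus 3 SD, cut at about 25% in these data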;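 also: 0% = DMSO wells with enzyme and 100% = wells lacking Arfgap1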
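Material: rat Arfgap1 catalytic domain, aa 1-136; also added: human ARF1(Δ1-17)-GTP substrate; compound dosing: one concentration, 16.5 µM, DMSO 1.26%; incubation: GTP hydrolysis reaction 2 h at 25 °C; measured by: Tracer-displacement fluorescence polarization with EDTA stop, 620/688 nm; evaluation: % inhibition from polarization; repeats: one replicate per compound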
KLK7 zymogen act = activates the human kallikrein-7 zymogen; P49862; purified proKLK7, EDANS-DABCYL substrate fluorescence; 100% is mature enzyme control, 0% vehicle; activation, % at 7 µM; 0.9% of 370,000 active; AID 652039;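 active = activation above the mean of all tested compounds plus 3 SD, computed per campaign excluding outliers beyond control limits, cut at about 13% in these data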
PLC-gamma1 inh = blocks human PLC-gamma1 enzyme activity; inhibition, % at 12.2 µM; purified PLC-gamma1, fluorogenic substrate, fluorescence; P19174; AID 720700; 0.84% of 370,000 active; in the data active = inhibition above about 9.5%
UHRF1 MBD2 ctr = human UHRF1 methylated DNA binding inhibitors. UHRF1 binding to methylated oligo, TR-FRET. inhibition, % at 4.4 µM. 0.75% of 370,000 active; in the data active = inhibition above about 21%;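 also: UHRF1 SRA domain binding a hemimethylated CpG hairpin DNA probe; 0% = median of test compound wells and 100% = reference inhibitor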
Tn7 DDE FP = disrupts Tn7 cyclic peptide binding to fibrin D-Dimer-E complex | P02675 | FP displacement of FITC-Tn7 peptide from fibrin DD(E); 0% = median of compound wells per plate | inhibition, % at 8.3 µM | 0.13% of 370,000 active | AID 720508;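 active = inhibition above the mean of compounds falling within the control limits plus 3 SD of them, cut at about 14% in these data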;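 also: 0% = plate median of compound wells and 100% = 10 µM Aha-Tn7 peptide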
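Assay system: Fibrin-DD(E) protein isolated from polymerized human fibrin clots; read-out basis: percent inhibition; medium: Tris/NaCl/CaCl2 buffer, pH 7.8; signal: FP measurement; incubation: 10 min plus 3 h, room temperature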
PLCb3 inh = PLC-beta3 (human) inhibition, primary screen; Purified PLC-beta3, fluorogenic substrate, fluorescence; 0.18% of 370,000 active; inhibition, % at 12.2 µM; Q01970; in the data active = inhibition above about 11%;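 also: 0% = median of compound wells on plate and 100% = full blocker control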
DDE Tn6 FP inh = inhibitors of Tn6 peptide binding to human fibrin DD(E); Fibrin DD(E) TRITC-Tn6 fluorescence polarization displacement; inhibition, % at 8.3 µM; 0.21% of 370,000 active; AID 720509;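 active = inhibition above a per-campaign cutoff: mean of compounds within control limits plus 3 SD, cut at about 15% in these data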;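 also: 0% = median of all compound wells on the plate and 100% = blocking peptide control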
Active calls of the source: *; i = inactive; · = not tested or not shown.

SMILES	ASAP1 GAP inh	NR1D1 modulator	sPLA2-III inh	ARFGAP1 inh	KLK7 zymogen act	PLC-gamma1 inh	UHRF1 MBD2 ctr	Tn7 DDE FP	PLCb3 inh	DDE Tn6 FP inh
COc1ccccc1C(CNC(=O)COc1cc(C)ccc1Cl)N1CCCC1 (centres undefined)	0	0	1	13	0.2	1	0	9	-7	4
COc1ccc(C(=O)C2CCCN(S(=O)(=O)c3cccc(C)c3)C2)c(C)c1 (centres undefined)	13	5	-11	-1	0.6	7	5	-7	3	-7
COc1ccc(/C=N/NC(=O)c2nc(-c3ccccc3)cc(-c3ccccc3)n2)cc1O	26*	-3	-15	11	-2.9	-13	-5	-3	-15	-17
COc1cc([N+](=O)[O-])cc(/C=N/N(CCC#N)C(C)=O)c1O	-6	10	2	-17	-0.5	2	-9	0	3	-7
c1ccc2[nH]c(SCc3cn4ccccc4n3)nc2c1	1	0	-2	-12	0.4	-2	1	5	-5	-5
CCn1cc(CCC(=O)NCCN2CCOCC2)c2ccccc21	4	-8	7	-1	0.2	-7	-2	5	-13	3
Cc1ccc(C=NNC(=O)C(=O)Nc2ccc(Cl)c([N+](=O)[O-])c2)cc1	-3	-5	-2	-6	0.1	3	-1	5	0	6
Nc1nc(NCC2CCCO2)nc(Nc2cccc(Cl)c2)c1[N+](=O)[O-] (centres undefined)	-13	-3	1	-1	0.0	-1	-2	3	-5	-2
O=C(CCS(=O)(=O)c1ccc(Br)cc1)NCCc1ccc(Cl)cc1	3	11	-8	1	-0.4	9	0	0	2	-7
CCOC(=O)N1CCN(CC(O)COc2ccccc2C(C)(C)C)CC1 (centres undefined)	-6	2	-6	-1	-1.0	-2	0	7	4	14
CCC(=O)Nc1ccc(C(=O)NNC(=O)c2ccc(Cl)cc2)cc1	-13	2	0	-6	0.0	2	0	-6	-6	0
Cc1cccc(-c2noc(CNC(=O)COc3ccccc3C)n2)c1	1	7	-7	7	0.4	-4	1	-4	-19	-1
CCc1ccc(NS(=O)(=O)c2c(C)noc2C)cc1	-7	10	-4	4	0.2	1	0	6	-8	3
Cc1ccc(S(=O)(=O)NC2CCSC2=O)cc1C (centres undefined)	6	3	-9	6	-0.7	2	1	-8	-2	2
Cc1cccc(N2Cc3ccc(Br)cc3C2)c1	-12	-1	2	3	0.1	-5	-1	4	-13	-8
CCc1c(C(=O)N/N=C/c2cn[nH]c2-c2ccc(F)cc2)csc1C	4	2	0	12	-0.6	0	5	-3	-1	-5
NC(=O)c1nsc(C(=O)N(Cc2ccco2)C(C(=O)NCC2CCCO2)c2ccc(O)cc2)c1N (centres undefined)	7	0	-3	3	4.5	-43	-2	-5	-64	-2
COc1ccccc1CCNC(=O)c1cccc(S(=O)(=O)NCc2ccccc2)c1	2	-4	-26	0	0.7	7	4	-7	2	-2
CC(c1ccncn1)N(C)Cc1nc(Cc2ccccc2F)no1 (centres undefined)	-8	0	3	-5	0.4	2	0	-8	-5	-3
O=C(c1ccccn1)c1ncc(C(F)(F)F)cc1Cl	-2	-5	-5	-5	-0.2	2	-2	-7	1	5
CC(=O)c1cccc(OCc2cc(C(=O)N3CCC(N4CCCCC4)CC3)no2)c1	2	-12	-2	-7	-0.4	-4	-1	-7	-12	2
COc1ccccc1Oc1coc2c(CN(C)C)c(O)ccc2c1=O	5	-1	9	1	62*	i	2	6	i	0
COc1ccc(NC(=O)NNC(=O)COc2ccc3ccccc3c2)cc1OC	10	2	-36	12	0.4	5	2	6	-13	-5
Cn1c(=O)c(S(=O)(=O)C(C)(C)C)c(O)c2ccccc21	-7	1	9	2	-0.5	-8	4	5	-8	0
CN1CCN(C(=O)c2cc3c(s2)-c2ccccc2S(=O)(=O)C3)CC1	2	6	-6	6	-1.7	-40	-1	1	-55	-6
(cont.)
SMILES	ASAP1 GAP inh	NR1D1 modulator	sPLA2-III inh	ARFGAP1 inh	KLK7 zymogen act	PLC-gamma1 inh	UHRF1 MBD2 ctr	Tn7 DDE FP	PLCb3 inh	DDE Tn6 FP inh
O=C(CCCN1CCC(C(O)c2ccc(F)cc2)CC1)c1ccc(F)cc1 (centres undefined)	11	-6	-11	-2	0.3	7	1	-3	2	3
CCCCNC(=O)C(=O)NCc1ccncc1	-7	-1	6	1	-0.3	0	-2	1	0	-14
CCn1c(COC(=O)CNC(=O)c2ccccc2)nc2cc(S(=O)(=O)N(C)C)ccc21	4	1	11	0	-0.8	-6	0	7	-10	-5
CCN=C1SC(CC(=O)NC(C)C)C(=O)N1CC (centres undefined)	-2	1	1	0	-0.1	-1	-1	0	0	-3
CCN(CC)C(=O)CN(c1cccc(C(F)(F)F)c1)S(C)(=O)=O	7	-9	3	31*	0.0	1	3	3	1	-3
CC(/C=N/n1c(-c2cccnc2)n[nH]c1=S)=C\c1ccco1	-11	-1	12	2	0.1	1	-2	1	-5	9
C#CCOCCOCCOCCNc1nc(N2CCN(C(=O)C([C@@H](C)CC)n3cc(C(N)CC(C)C)nn3)CC2)nc(N2CCN(C(=O)[C@H](CCC(=O)O)n3cc(C(N)[C@H](C)CC)nn3)CC2)n1 (some centres undefined)	-11	-5	4	-9	0.0	-1	5	1	1	3
CC(=O)Nc1ccccc1NC(=O)C/C(C)=N/NC(=O)C(=O)N1CCCCC1	8	-4	3	9	-0.1	-1	-11	3	-4	-5
CCN(CC)CCCn1c2c(c(SCC(=O)Nc3ccccc3Cl)nc1=O)CCC2	-6	3	0	5	0.5	-1	-3	2	-4	-2
O=C(Cn1cc(S(=O)(=O)Cc2ccccc2F)c2ccccc21)N1CCOCC1	-11	0	2	13	-0.3	2	0	1	-3	-2
CC(CCN1CCN(CCO)CC1)c1ccccc1 (centres undefined)	3	0	0	-3	-0.5	5	0	-5	-2	3
CCCc1nc(SCC(=O)Nc2nnc(SCC)s2)c2c(=O)n(C)c(=O)n(C)c2n1	-8	-7	0	3	-0.2	0	2	-5	2	6
CCn1c(C)nc2cc(C(=O)NN=Cc3ccc([N+](=O)[O-])cc3)ccc21	-6	-17	13	1	-0.6	3	1	-3	-4	-8
CC1CCc2cc(F)ccc2N1C(=O)CSc1nnc(-c2cccs2)n1C (centres undefined)	3	4	-3	-6	0.2	-1	0	2	0	-3
CC(C)CN(C(=O)C1COc2ccccc2O1)c1c(N)n(CC(C)C)c(=O)[nH]c1=O (centres undefined)	-5	-1	11	-4	-0.1	2	2	3	-8	-12
CCOc1cccc(-c2nnc3sc(-c4ccco4)nn23)c1	6	0	0	-2	-0.2	0	-1	-4	1	5
O=C(NN1C(=O)c2ccccc2C1=O)C1C2CCCCC21 (centres undefined)	-5	-5	-2	-2	0.1	-3	-2	-6	-1	6
CC(C)CNC(=O)c1ccccc1NC(=O)c1ccc(CSc2ccccc2)cc1	5	0	-2	-3	0.3	1	-2	3	-1	-4
CC(C)OC(=O)CC(=O)CSc1nc2c(c(-c3cccs3)c1C#N)CCC2	10	7	-20	-1	15*	-79	1	3	-99	-7
O=C(CN1C(=O)/C(=C/c2ccc(F)cc2)SC1=S)NC1CCS(=O)(=O)C1 (centres undefined)	-5	2	-4	-5	0.6	6	9	5	-2	-1
O=C(COC(=O)Cc1n[nH]c(=O)c2ccccc12)NNC(=O)c1ccccc1	2	1	-9	12	-0.2	2	1	4	-9	2
Cc1ccc(C(=O)Oc2ccccc2N2C(=O)C3C4CCC(C4)C3C2=O)cc1 (centres undefined)	-2	-2	-9	-5	-0.3	5	4	5	2	2
COc1ccc(C(=O)NCCn2cc(SCC(=O)NCC3CCCO3)c3ccccc32)cc1OC (centres undefined)	-1	-3	-3	0	1.4	4	0	-4	-5	10
CCN(c1ccc(OC)cc1)S(=O)(=O)N1CCCC(C(=O)NC(C)c2ccccc2)C1 (centres undefined)	-4	3	-5	-13	0.3	2	-1	7	0	4
COc1ccc(NC(=S)Nc2cc(C)cc(C)n2)cc1OC	-6	22*	19	9	0.1	-3	3	2	-2	-3

No new results follow: entries from further up.
SMILES	ASAP1 GAP inh	NR1D1 modulator	sPLA2-III inh	ARFGAP1 inh	KLK7 zymogen act	PLC-gamma1 inh	UHRF1 MBD2 ctr	Tn7 DDE FP	PLCb3 inh	DDE Tn6 FP inh
O=C(CCCN1CCC(C(O)c2ccc(F)cc2)CC1)c1ccc(F)cc1 (centres undefined)	11	-6	-11	-2	0.3	7	1	-3	2	3
CCCCNC(=O)C(=O)NCc1ccncc1	-7	-1	6	1	-0.3	0	-2	1	0	-14
CCn1c(COC(=O)CNC(=O)c2ccccc2)nc2cc(S(=O)(=O)N(C)C)ccc21	4	1	11	0	-0.8	-6	0	7	-10	-5
CCN=C1SC(CC(=O)NC(C)C)C(=O)N1CC (centres undefined)	-2	1	1	0	-0.1	-1	-1	0	0	-3
CCN(CC)C(=O)CN(c1cccc(C(F)(F)F)c1)S(C)(=O)=O	7	-9	3	31*	0.0	1	3	3	1	-3

Next part
SMILES	ASAP1 GAP inh	NR1D1 modulator	sPLA2-III inh	ARFGAP1 inh	KLK7 zymogen act	PLC-gamma1 inh	UHRF1 MBD2 ctr	Tn7 DDE FP	PLCb3 inh	DDE Tn6 FP inh
CCOC(=O)c1nn(-c2cc(C(=O)OC)cc(C(=O)OC)c2)cc1O	6	-4	4	5	0.5	0	-5	-1	3	7
CCCCN1CCc2c([nH]c3ccccc23)C1=O	-5	16	-5	8	-0.3	-7	-1	5	-7	3
Cc1nn(CC(=O)N2N=C(C(F)F)CC2(O)C(F)F)c(C)c1[N+](=O)[O-] (centres undefined)	-1	3	-38	-7	-0.2	0	-3	1	3	0
O=C(Nc1ccc(N2CCCC2)cc1)c1ccc(Br)o1	10	4	5	1	0.3	0	0	-5	-1	3
Cc1nnc(N2C(=O)C(O)=C(C(=O)c3ccco3)C2c2ccc(C(C)C)cc2)s1 (centres undefined)	-3	3	-17	-9	2.1	-64	-4	5	-66	10
CCN(Cc1ccccc1)C(=O)c1ccc(C)c(S(=O)(=O)N2CCCCC2)c1	7	-2	-1	-22	-0.4	-3	6	3	-9	-1
Nc1nc(SCC(=O)Nc2ncc(C(F)(F)F)cc2Cl)n[nH]1	-8	9	-6	6	0.7	1	2	-5	-4	1
COC(=O)C12C=C3CC(C4CC4)=C3C(=O)N1Cc1[nH]c3ccccc3c1C2 (centres undefined)	·	4	-10	·	-1.2	-60	-6	-2	-83	-5
CC1CCN(C(=O)c2cc(S(=O)(=O)N3CCCCC3)c[nH]2)CC1	3	1	8	-8	0.4	0	0	5	0	-3
CN(CCN(C)C(=O)c1[nH]cnc1C(=O)Nc1ccccc1)C(=O)c1[nH]cnc1C(=O)Nc1ccccc1	-1	-1	2	3	0.3	0	2	11	-4	6
O=S(=O)(c1ccccc1Cl)N1CCC(O)(c2cccnc2)CC1	6	2	-2	0	-0.2	2	-2	0	1	-3
COC(=O)NCc1ccc2c(c1)OCO2	13	-2	5	-5	-0.8	-3	-2	2	-1	-2
O=C1NC2(NN1c1ccccc1)C1CC3CC(C1)CC2C3 (centres undefined)	-1	5	2	5	0.1	9	6	-8	1	1
